AmpC no deterg = AmpC beta-lactamase inhibition without detergent. hit rate 0.52% among 330,000. AID 485341. P00811. Potency, µM (titrated, usually from 57.1 µM), inactives show at the top dose activity change, negative = inhibition, most hits filed as inhibitors. AmpC nitrocefin hydrolysis, absorbance 480 nm, 0.0001% Triton;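 note: potency is the fitted concentration of half-maximal effect; plate controls were no compound for no effect and no enzyme for full effect; nearly all actives have a fitted effect of over 20% in size; some results filed as inactive show a strong effect at the top dose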
Target sequence (P00811 whole entry, looked up): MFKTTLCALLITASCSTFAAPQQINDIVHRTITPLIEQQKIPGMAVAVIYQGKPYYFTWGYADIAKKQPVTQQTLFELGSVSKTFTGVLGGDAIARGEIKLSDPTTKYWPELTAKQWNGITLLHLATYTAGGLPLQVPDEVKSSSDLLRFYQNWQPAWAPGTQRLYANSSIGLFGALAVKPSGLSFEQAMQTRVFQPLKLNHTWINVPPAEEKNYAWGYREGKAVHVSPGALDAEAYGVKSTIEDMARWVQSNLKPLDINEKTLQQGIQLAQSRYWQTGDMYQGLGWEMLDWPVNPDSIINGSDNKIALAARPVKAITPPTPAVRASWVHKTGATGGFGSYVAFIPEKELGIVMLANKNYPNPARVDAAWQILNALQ
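AmpC (5.3 nM in the dispensed reagent) in 20 mM phosphate pH 7.0 with 0.01% (detergent screen) or 0.0001% Triton X-100 was preincubated with compounds for 15 min at room temperature. Nitrocefin was then added from an 800 uM solution, and hydrolysis was followed at 480 nm.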
Tb PYK inh = inhibitors of Trypanosoma brucei pyruvate kinase. Q57TT1. TbPYK enzyme, Kinase-Glo Plus ATP luminescence, 45 min. Potency, µM (series often up to 76.8 µM), inactives show at the highest dose activity, negative = inhibition, usual class: inhibitors. hit rate 0.12% among 410,000; note: potency is the fitted concentration of half-maximal effect; % is set by controls: 0 for no effect and ±100 for the full control effect; nearly all actives have a fitted effect of over 50% in size
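Assay buffer: 50 mM TEA pH 7.2, 100 mM KCl, 10 mM MgCl2, 0.05% BSA, 0.01% Tween-20. Pyruvate kinase from T. brucei plus substrate met compound, then ADP (130 uM final). Luminescence was read post 45 min RT.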
Pf growth 96h = P. falciparum growth inhibition at 96 hours. Potency, µM (series often up to 28.7 µM), without a hit: at the top dose activity change, negative = inhibition, actives largely listed as inhibitors. P. falciparum luciferase reporter growth, 96 h. AID 504834. hit rate 6.9% among 320,000; note: potency is the fitted concentration of half-maximal effect; % is set by controls: 0 for no effect and ±100 for the full control effect
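Compounds incubated with erythrocytes infected by luciferase-expressing P. falciparum (2% hematocrit, 0.05% parasitemia final) for 96 hours, 37 C in 5% CO2. Growth inhibition scored as decreased luciferase luminescence.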
Pf growth 48h = inhibits P. falciparum growth in the first generation, 48 h; P. falciparum luciferase growth in erythrocytes, 48 h; Potency, µM (titrated, usually from 28.7 µM), for inactives: at the top dose activity change, negative = inhibition, usual class: inhibitors; hit rate 5.9% among 310,000; note: potency is the fitted concentration of half-maximal effect; % is set by controls: 0 for no effect and ±100 for the full control effect
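Erythrocytes infected with P. falciparum carrying an integrated firefly luciferase reporter (2% hematocrit, 0.1% parasitemia final) were exposed to compounds in RPMI 1640 with 0.5% Albumax at 37 C, 5% CO2. Growth inhibition was scored as reduced luminescence.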
Shiga toxin inh = inhibitors of Shiga toxin in Vero cells. AID 2315. hit rate 9.2% among 290,000. Vero cells, Shiga toxin protein synthesis inhibition reporter. inhibition, % at 38.7 µM; in the data active = inhibition mostly above about 28%, no sharp cut-off; inactive = mostly below about 43%; note: 0% is about no effect
LmPK inh = inhibitors of Leishmania mexicana pyruvate kinase; purified LmPK, Kinase-Glo ATP luminescence, 1 h; Potency, µM (highest dose often 57.5 µM), for the others: at the top dose activity change, negative = inhibition, most hits filed as inhibitors; hit rate 0.37% among 290,000; AID 1721; note: potency is the fitted concentration of half-maximal effect; % is set by controls: 0 for no effect and ±100 for the full control effect
Target sequence (Q27686 whole entry, looked up): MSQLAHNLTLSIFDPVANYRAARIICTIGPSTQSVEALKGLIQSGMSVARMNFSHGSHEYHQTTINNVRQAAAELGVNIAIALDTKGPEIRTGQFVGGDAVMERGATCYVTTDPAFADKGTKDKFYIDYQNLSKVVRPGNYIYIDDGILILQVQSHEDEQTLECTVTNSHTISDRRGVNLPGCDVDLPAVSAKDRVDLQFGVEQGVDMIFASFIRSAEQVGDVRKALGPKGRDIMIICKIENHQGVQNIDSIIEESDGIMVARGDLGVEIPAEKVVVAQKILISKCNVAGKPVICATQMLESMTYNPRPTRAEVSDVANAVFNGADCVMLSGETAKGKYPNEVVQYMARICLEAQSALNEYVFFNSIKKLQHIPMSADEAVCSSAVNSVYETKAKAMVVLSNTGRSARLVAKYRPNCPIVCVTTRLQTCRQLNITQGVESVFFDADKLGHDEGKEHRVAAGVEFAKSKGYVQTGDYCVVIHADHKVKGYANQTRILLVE
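ATP generated from ADP (0.1 mM) and PEP (0.5 mM) by 0.1 nM LmPK over 1 h at room temperature (pH 7.2 imidazole buffer) was detected by coupled luciferase luminescence. Values were normalized to uninhibited and no-enzyme wells.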
CHX counter = affects cycloheximide protein synthesis inhibition readout, counter-screen; cell reporter, cycloheximide protein synthesis inhibition counterscreen; max response, %; hit rate 12% among 300,000; AID 2314; in the data active = max response mostly above about 13%, no sharp cut-off; inactive = mostly below about 14%; note: read at 38.3 µM for the half of the compounds with a filed dose; 0% is about no effect
An asterisk follows results filed as active; ? = inconclusive; / = no result given; & = joins results of further samples; [ ] = another dose, or the depositor's remark. Unless noted, calls come from the whole dose curve; as a rule, active = well fitted curve in the direction sought with a large enough effect; inconclusive = small, poorly fitted or top-dose-only effect, or another doubt; inactive = no such curve, though single readings can be large; an effect the other way counts as inactive or inconclusive. Outcome played no part in choosing rows; 22% or so of the library scored in one or more.

SMILES	AmpC no deterg	Tb PYK inh	Pf growth 96h	Pf growth 48h	Shiga toxin inh	LmPK inh	CHX counter
CN1CCN(C(=O)CSc2nc(-c3cccs3)ccc2C#N)CC1	-17.6%	-3.1%	/	10.0%	40.3	-0.2%	11.4
O=C(CSc1nc2scc(-c3ccccc3)c2c(=O)[nH]1)N1CCOCC1	15.1%	0.6%	?	-17.1%	-26.2	-11.7%	-1.3
CCOC(=O)CSc1nc2c(sc(=S)n2-c2ccc(CC)cc2)c(=O)[nH]1	-13.1%	-12.4%	-17.0%	-7.9%	-1.3	7.8%	3.3
COc1ccc(S(=O)(=O)NCC2CCCN(C(=O)CNC(C)=O)C2)cc1 (centres undefined)	-0.2%	2.5%	12.0%	2.6%	-5.1	1.1%	8.6
CCOc1cccc2cc(C(=O)Nc3ccccc3-c3ccccc3)c(=O)oc12	-21.4%	-10.1%	0.0%	19.3%	26.5	-3.9%	13.1
C[C@H](CCC(=O)NCC(=O)O)[C@H]1CC[C@H]2[C@@H]3[C@H](O)C[C@@H]4C[C@H](O)CC[C@]4(C)[C@H]3C[C@H](O)[C@]12C	58.1%&51.4%&61.4%	3.8%&1.8%&5.5%	17.7%&0.0%&20.8%	0.6%&-11.0%&18.8%	2.1	-10.1%	-1.9
CC(Sc1nnnn1-c1ccc(O)cc1)C(=O)NNC(=O)c1ccc(F)cc1 (centres undefined)	-23.5%	4.4%	-44.9%	-23.8%	/	/	/
CC1(C)CC(=O)C=C(NC2CCCCC2)C1	2.5%	-6.9%	?	?	/	/	/
COc1cc2ccccc2cc1C(=O)Nc1ccc(C)cn1	-23.3%	-5.0%	230.2%[activator]	98.4%[activator]	102.4*	-0.5%	48.4*
COc1ccc(N(CC(=O)NCc2ccccc2OC)S(=O)(=O)c2ccccc2)cc1	0.5%	3.2%	?	-28.2%	-11.4	5.1%	-6.4
Cc1ccc(N=Cc2c(O)n(-c3ccc4c(c3)OCO4)c(=O)c3ccccc23)cc1	-25.0%	-12.4%	8.28µM*	/	-10.3	-0.1%	-2.9
O=c1[nH]cnc2c1nc(NCc1ccccc1)n2C1O[C@@H](CO)[C@H](O)[C@@H]1O (some centres undefined)	1.2%	2.4%	25.3%	-9.2%	15.3	-11.1%	-1.5
CCCc1[nH][nH]c(=O)c1C(c1ccc(Cl)cc1)C(C#N)C#N (centres undefined)	-23.9%	-6.3%	-10.3%	-0.7%	-6.9	4.3%	-2.2
C#CCOC(=O)CCCC(=O)NCCCCCCCC	19.3%	-11.5%	124.3%[activator]	21.3%	-6.1	10.1%	-3.3
O=C1C(=O)N(CCOCCO)C(c2ccccn2)/C1=C(\O)c1ccccc1 (centres undefined)	3.4%	0.0%	?	?	-14.5	-1.2%	38.8
O=C(CCc1ccc(S(=O)(=O)N2CCOCC2)cc1)NN=C1CCCCCCC1	-6.2%	-6.4%	7.6%	6.0%	-0.7	-1.4%	-3.1
CCC(CC)C1C(C#N)=C(N)SC(N)=C1C#N	-23.1%	-13.1%	-23.2%	7.7%	1.8	5.9%	1.2
COc1ccc(OC)c(CN2CCN(C(=O)c3ccc(NS(=O)(=O)c4cccc([N+](=O)[O-])c4)cc3)CC2)c1	21.0%	1.2%	?	?	/	/	/
CCOc1ccc(S(=O)(=O)N2CCN(C(=S)NCc3ccccc3)CC2)cc1	-49.9%	-1.2%	2.08µM*	2.33µM*	-9.9	-0.4%	0.9
O=C(O)Cn1cc(C(=S)N2CCCCC2)c2ccccc21	-20.2%	-29.2%	8.28µM*	-0.8%	-4.7	6.4%	5.6
CC(C)(C)OC(=O)NNC(=O)c1ccc(Cl)cc1	-2.7%	-20.3%	12.9%	21.2%	25.7	3.7%	13.4*
C=CCOc1c(Cl)cc(CNc2ccc(C)c(Cl)c2)cc1OC	-24.8%	/	?	/	-10.1	3.5%	-3.3
CCC(C)c1ccc(NC(=O)COC(=O)CCNC(=O)c2ccco2)cc1 (centres undefined)	24.9%	9.2%	26.3%	26.1%	/	/	/
OC(Cn1cncn1)(Cn1cncn1)c1ccc(F)cc1F	/	-0.8%&-4.8%	-12.2%	-1.6%	/	/	/
CC(NC(=O)C1CCCC1)c1ccc2c(c1)OCCO2 (centres undefined)	-8.3%	-7.3%	/	3.8%	-7.0	1.1%	-1.3
O=C(CNC(=O)c1ccc(Cl)cc1Cl)OCC(=O)c1ccc2c(c1)OCCO2	-28.5%	0.2%	38.9%[activator]	/	73.2*	5.3%	31.0*
CCc1ccc2c(c1)C1(NN=C(c3cccc4ccccc34)S1)C(=O)N2 (centres undefined)	-58.9%	/	-20.7%	2.94µM*	47.6*	2.6%	16.0
Cc1nn(CC(=O)Nc2ccc(S(=O)(=O)N(C)C)cc2)c(C)c1[N+](=O)[O-]	-26.1%	-2.4%	8.3%	-3.1%	-5.8	5.5%	-1.6
Cc1nc(NC(=O)c2ccccc2)sc1-c1csc(Nc2ccc(Cl)cc2Cl)n1	?	/	3.29µM*	10.4µM*	56.0	2.5%	15.2
Cc1ccc2c(c1)N(CC(=O)NCCc1ccc(Cl)cc1)C(=O)c1cccnc1O2	32.7%	-2.8%	10.4µM*	-9.4%	4.9	-9.2%	-1.5
COc1ccccc1C(=O)OC(C)CN1CCN(C)CC1 (centres undefined)	-5.1%	8.3%	?	?	-10.5	-3.1%	-1.2
Cc1ccc(C)c(S(=O)(=O)NC(C)C(=O)NCc2ccccn2)c1 (centres undefined)	-20.9%	0.5%	-2.5%	8.1%	-27.9	-8.2%	1.5
Cn1nnc2cc(C(=O)NCc3ccc4c(c3)OCO4)ccc21	-24.8%	-1.8%	/	14.5%	5.0	-1.0%	-2.5
CCOC(=O)c1c(NC(=O)Cn2c(=O)oc3ccccc32)oc(C)c1C(C)=O	-11.8%	-5.9%	?	-7.6%	-3.7	-8.0%	-3.0
CCN1CCCC1CNC(=O)c1cc2cc(F)ccc2[nH]1 (centres undefined)	-3.3%	5.7%	?	?	-3.8	-0.3%	-2.7
O=S(=O)(c1ccc(F)c2ccccc12)N1CCCCC1	-17.2%	3.8%	186.7%[activator]	?	33.6	3.9%	12.6
Cc1ccc(CSCCNC(=O)CN(c2ccc(F)cc2)S(C)(=O)=O)cc1	47.9%	-9.2%	72.4%[activator]	-2.9%	/	3.6%	-2.7
COc1ccc(OCC(=O)OCCN(C)C)cc1	/	-3.9%	?	68.3%[activator]	8.7	-1.6%	-1.8
COc1ccc(S(=O)(=O)Nc2c(C)nc3nc(C)[nH]n3c2=O)cc1	-12.0%	-12.1%&3.0%	-11.0%	1.7%	-5.4	-0.3%	-3.4
CC(C)(CNC(=O)c1cc(=O)[nH]c2ccccc12)N1CCOCC1	-3.2%	-3.7%	-11.1%	/	-8.6	4.1%	-3.1

In another format: entries from further up
SMILES: CCOC(=O)c1c(NC(=O)Cn2c(=O)oc3ccccc32)oc(C)c1C(C)=O
- AmpC no deterg: -11.8%
- Tb PYK inh: -5.9%
- Pf growth 96h: ?
- Pf growth 48h: -7.6%
- Shiga toxin inh: -3.7
- LmPK inh: -8.0%
- CHX counter: -3.0
SMILES: CCN1CCCC1CNC(=O)c1cc2cc(F)ccc2[nH]1 (centres undefined)
- AmpC no deterg: -3.3%
- Tb PYK inh: 5.7%
- Pf growth 96h: ?
- Pf growth 48h: ?
- Shiga toxin inh: -3.8
- LmPK inh: -0.3%
- CHX counter: -2.7

Additional records
SMILES	AmpC no deterg	Tb PYK inh	Pf growth 96h	Pf growth 48h	Shiga toxin inh	LmPK inh	CHX counter
Cc1ncc(CO)c(/C=N/NC(=O)c2cc3c(s2)CCCC3)c1O	-22.0%	-2.1%	?	?	-2.1	3.7%	-5.4
COc1ccccc1C(=O)NC(CCSC)C(=O)OCC(=O)NC(=O)NCc1ccco1 (centres undefined)	-15.6%	11.2%	99.1%[activator]	/	-7.7	10.7%	-3.6
O=C(CN(Cc1cccs1)S(=O)(=O)c1ccc(S(=O)(=O)N2CCCCC2)cc1)Nc1ccccc1	-18.3%	-2.7%	19.8%	?	-12.0	-0.5%	-3.5
COCc1[nH]nc2c1C(c1ccccc1F)C(C#N)=C(N)O2 (centres undefined)	-20.0%	-6.8%	18.0%	8.2%	26.6	1.6%	-4.3
O=C(NN=C1CCCCCCCCCCC1)c1ccccc1F	-13.8%	2.1%	3.0%	2.4%	70.5*	1.2%	78.1*
COc1ccc(/C=N/NC(=O)c2cnccn2)c(OC)c1OC	-3.1%	0.7%	18.2%	40.4%[activator]	16.5	0.5%	19.6
COc1cc(C=O)cc(Br)c1OCC(N)=O	-16.8%	-1.9%	-11.3%	46.5%[activator]	-6.3	3.1%	-2.3
CC(C)CNc1ncnc2c1cnn2Cc1ccccc1Cl	-7.5%	-1.7%	-7.5%	-17.1%	-13.3	1.7%	-3.7
O=C(COC(=O)CC1CC2CCC1C2)Nc1cccc(S(=O)(=O)NC2=NCCCCC2)c1 (centres undefined)	32.4%	-18.0%	-16.6%	3.0%	26.6	1.9%[11.5 µM]	7.3
Cc1sc2c(c1C)CN(C(C)(C)C)CN2C(=O)c1ccccc1	-24.3%	-5.7%	10.6%	/	91.0*	-9.2%	38.4*
Cc1nc(N)c(Cc2ccccc2F)c(N)n1	-10.4%	-1.8%	?	?	8.5	-7.8%	22.5
CC(C)[C@H](NS(=O)(=O)c1ccccc1)C(=O)OCC(=O)Nc1ccccc1Sc1ccccc1	-2.7%	-4.7%	50.1%[activator]	0.7%	-8.6	2.4%	-2.2
CC1C(=O)N2CCCc3cc(NC(=O)COc4ccc(Cl)cc4)cc1c32 (centres undefined)	?	0.1%	14.7µM*	?	/	/	/
COc1cccc(NC(=O)NC2CCCCC2C)c1 (centres undefined)	-4.6%[2.29 µM]	-6.2%	187.0%[activator]	-7.4%	15.1	-1.6%	19.5
Cc1ccc(-c2nsc3c(N4CCN(C(=O)c5ccco5)CC4)ncnc23)cc1	-9.9%	/	-6.3%	20.5%	71.2*	-3.5%	29.6*
Cc1cc(C)nc(NS(=O)(=O)c2ccc(N3C(=O)C4CC=C(Cl)CC4C3=O)cc2)n1 (centres undefined)	-24.9%	-2.8%	?	11.6%	12.0	-3.2%	-1.5
CCOC(=O)CC1=C(C(=O)OCC)C(c2ccncc2)C(C#N)=C(N)O1 (centres undefined)	-15.0%	-4.3%	5.0%	?	9.2	0.6%	-1.9
CN1CCc2c(sc3c2c(NCc2ccco2)nc2nnnn23)C1	-0.9%	-7.0%	11.6%[5.75 µM]	-0.3%	27.9	-17.3%	13.6
Nc1nc2c(c(=O)[nH]1)C(c1ccccc1)C1=C(N2)c2ccccc2C1=O (centres undefined)	-40.0%	-9.5%	10.4µM*	9.28µM*	10.7	7.3%	-0.4

Assay outcomes (PubChem BioAssay)
